SUMO Mot1 rescue: yeast Mot1-301 growth rescue at high temperature, primary screen, SUMOylation pathway inhibitor project, S. cerevisiae, ATP luminescence, 38.5C. S. cerevisiae Mot1-301 growth rescue; percent above DMSO median, 100 means doubled. growth rescue, % at 18.8 µM. actives 1% (n = 320,000);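 active = every valid replicate shows activation above 250% relative to neutral control wells; inactive = the rest, any valid replicate at or below 250%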;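 note: OY570 slx delta 5 strain wells were the positive control but not used for scaling; some compounds called inactive have numbers as strong as hits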
SR-BI uptake up: activators of SR-BI mediated DiI-HDL uptake, primary screen, ldlA[mSR-BI] CHO cells, DiI fluorescence. 3 h; 100 = double the neutral-control signal. activation, % at 12.5 µM. AID 504775, 2011. actives 0.096% (n = 320,000);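 active = mean replicate activation of at least 60% and every replicate at or above 60%; inconclusive = mean or all-replicate condition met, but not both; inactive = mean below 60% and not all replicates reaching 60%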;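 note: 0% = median plate neutral-control signal and 100% = twice that signal; values of inactives mirror those of a sister screen read the other way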
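Material: SR-BI-overexpressing, LDLR-lacking CHO cells | Dosing: Single compound concentration, delivered by pin transfer | Probe or stimulus: Labelled HDL, 10 µg/mL | Signal: Bottom-read cell fluorescence after medium removal, ex 550/em 595 nm | Schedule: 3 h, 37 °C | Evaluation: HDL uptake via cellular fluorescence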
PKA-R1A activ: activators of PKA-R1A holoenzyme, primary screen, biochemical, fluorescence polarization, Cy5-IP20, bovine R1A, mouse PKAc; actives 0.083% (n = 340,000); PKA-R1A dissociation; scaled: DMSO 0%, 113 µM cGMP 100%; cAMP-dependent protein kinase type I-alpha regulatory subunit (Bos taurus) + …; activation, % at 11.4 µM; AID 504707, 2011;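 active = percent activation above the mean of all tested compounds plus 3 SD, cut at about 19% in these data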;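 note: higher means more PKAc released from R1A so a rise in polarization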
Arr AP2 block: inhibitors of beta-arrestin/AP2 binding, primary screen, biochemical, GPCR trafficking, flow cytometry. actives 0.31% (n = 340,000). FITC-arrestin peptide / GST-AP2 beads; AP2 beta2 appendage carries R879A mutation. beta-arrestin 1 C-terminal peptide binding to AP2 beta2-adaptin appendage (human). inhibition, % at 10 µM;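 active = inhibition above a set limit, near 3 SD of compounds lacking own fluorescence, cut at about 54% in these data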;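 note: plate controls were DMSO wells for no effect and 5 µM unlabelled arrestin peptide for full effect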
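System: GST-AP2 R879A glutathione beads | Also added: FITC-arrestin peptide, 50 nM | Times: 12 min plus 1 h, RT | Signal: Bead flow cytometry, FITC channel | Buffer or medium: PBS with 0.05% Tween 20 and 0.1% BSA | Read-out basis: Percent drop in bead-associated FITC signal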
SR-BI DiI inh: inhibitors of SR-BI mediated HDL lipid uptake, primary screen, ldlA[mSR-BI] cells, fluorescence, single point | Scavenger receptor class B member 1 (Mus musculus), Q61009 | ldlA[mSR-BI] CHO cells, DiI-HDL uptake fluorescence, 3 h | inhibition, % at 12.5 µM | actives 0.96% (n = 320,000);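 active = mean replicate inhibition of at least 70% and a set share of replicates each scoring 70 or more; inconclusive = meets just one of the two criteria; inactive = fails both criteria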;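 note: 0% = median of neutral control wells and 100% = median of positive control wells; values of inactives mirror those of a sister screen read the other way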
dFosB activator: activators of delta FosB homodimer, primary screen, biochemical, fluorescence polarization, TAMRA-CDK5 oligo, single point; Protein FosB (Mus musculus), P13346; purified delta FosB; percent of positive-control signal above neutral wells; actives 0.99% (n = 340,000); AID 493131, 2011; activation, % at 25 µM;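 active = mean activation above about 17%, with every replicate also reaching it, limit read from the data, passing the limit was not always enough; inconclusive = only one of the two conditions met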;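 note: fluorescence polarization rise as delta FosB binds a TAMRA Cdk5 AP-1 oligo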
Target sequence (P13346 whole entry, looked up): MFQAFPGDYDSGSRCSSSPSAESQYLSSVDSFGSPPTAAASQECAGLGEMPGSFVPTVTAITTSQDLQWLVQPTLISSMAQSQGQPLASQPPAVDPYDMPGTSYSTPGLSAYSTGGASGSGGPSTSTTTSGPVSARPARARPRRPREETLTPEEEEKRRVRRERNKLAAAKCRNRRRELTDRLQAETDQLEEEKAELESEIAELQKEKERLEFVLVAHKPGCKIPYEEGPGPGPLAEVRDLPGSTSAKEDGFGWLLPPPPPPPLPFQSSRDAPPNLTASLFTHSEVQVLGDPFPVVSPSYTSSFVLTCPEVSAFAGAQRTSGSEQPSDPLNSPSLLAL
CDK5 p35 inh: inhibitors of human CDK5/p35 kinase, primary screen, biochemical, single concentration; Cyclin-dependent kinase 5 (Homo sapiens) + Cyclin-dependent kinase 5 activator 1 (Homo …; Recombinant CDK5/p35, ADP-Glo luminescence, 60 min; inhibition, % at 10 µM; actives 0.01% (n = 330,000);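 active = highest replicate inhibition of at least 50% and at least 75% of replicates reaching 50%; inconclusive = only one of the two criteria met; inactive = both criteria failed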;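 note: plate controls were DMSO neutral control for no effect and GW8510 at 10 µM for full effect; many of its hits are not listed in these tables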
NSD2 HMT inh: NSD2 histone methyltransferase inhibitors, primary screen, biochemical, AlphaScreen, single concentration, set 2; Histone-lysine N-methyltransferase NSD2 (Homo sapiens), O96028; NSD2 peptide methylation, 120 min; inhibition, % at 12.5 µM; actives 0.54% (n = 310,000); in the data active = inhibition above about 50%
PKA-R2B act: activators of PKA-R2B holoenzyme, primary screen, biochemical, fluorescence polarization, Cy5-IP20, human | AID 504700, 2011 | PKA-R2B holoenzyme dissociation; R2B truncated from residue 108, S112A mutant; 0% DMSO only, 100% 113 µM cGMP | actives 0.079% (n = 340,000) | cAMP-dependent protein kinase catalytic subunit beta (Homo sapiens) + cAMP-dependent … | activation, % at 11.4 µM;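 active = activation above a cutoff set at the mean over all compounds plus 3 SD, cut at about 18% in these data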;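 note: higher means more holoenzyme dissociation and a rise in polarization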
Target sequence (P31323 whole entry, looked up, other chains not shown, the tested form may be a part): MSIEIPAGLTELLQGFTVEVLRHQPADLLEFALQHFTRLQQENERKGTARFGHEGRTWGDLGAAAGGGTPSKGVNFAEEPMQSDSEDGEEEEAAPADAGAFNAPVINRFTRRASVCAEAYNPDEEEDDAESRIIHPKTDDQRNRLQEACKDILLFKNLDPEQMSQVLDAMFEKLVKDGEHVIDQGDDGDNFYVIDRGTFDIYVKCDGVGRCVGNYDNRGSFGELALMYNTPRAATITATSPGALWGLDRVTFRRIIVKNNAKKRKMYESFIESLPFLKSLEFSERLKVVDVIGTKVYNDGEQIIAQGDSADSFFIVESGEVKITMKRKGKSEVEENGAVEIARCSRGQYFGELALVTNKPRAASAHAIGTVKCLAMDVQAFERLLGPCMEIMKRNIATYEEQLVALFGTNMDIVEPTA
DSG3 Ab inh: inhibitors of pemphigus antibody binding to DSG3, primary screen, biochemical, bead-based, flow cytometry, scFv-GFP; Desmoglein-3 (Homo sapiens), P32926; DSG3-coupled beads, scFv-anti-DSG3-GFP binding; active compounds read low; binding (percent of control), % at 10 µM; actives 0.48% (n = 310,000);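 active = binding more than 3 SD below its plate's average and above zero; inconclusive = below that plate limit but binding exactly zero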;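 note: hits lower antibody fragment binding to DSG3; some compounds called inactive have numbers as strong as hits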
MITF TRPM1 HTS: activators of MITF-driven TRPM1 promoter reporter, primary screen, cell-based, SK-MEL-5, luciferase, single point; SK-MEL-5 TRPM1-promoter luciferase, 24 h; % of positive control, neutral wells = 0; activation, % at 12.5 µM; actives 0.75% (n = 300,000);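 active = mean activation of at least 80% with every replicate also reaching 80%; inconclusive = mean reaches 80% but some replicate falls short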;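 note: 0% = neutral control wells and 100% = parthenolide positive control wells; values of inactives mirror those of a sister screen read the other way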
Active calls of the source: *; u = inconclusive; x = not tested or not shown. Compounds as they come. Share with any hit: about 4.7%.

molecule | SUMO Mot1 rescue | SR-BI uptake up | PKA-R1A activ | Arr AP2 block | SR-BI DiI inh | dFosB activator | CDK5 p35 inh | NSD2 HMT inh | PKA-R2B act | DSG3 Ab inh | MITF TRPM1 HTS
OC(CN1CCN(c2ccccn2)CC1)Cn1c2ccc(Cl)cc2c2cc(Cl)ccc21 (configuration not stated) | 117 | -19 | 6 | 5 | 19 | u | -0.2 | 14 | -10 | 101 | 24
COc1ccccc1C(=O)NNC(=O)c1ccc(Br)o1 | 7 | -3 | 2 | 41 | 3 | -5 | -1.2 | -1 | 7 | 102 | 13
O=C(CSc1nc2ccccc2c2nc3ccccc3n12)NCc1ccco1 | -5 | -3 | -2 | 0 | 3 | -17 | 1.0 | 0 | -6 | 94 | -17
COc1ccc(NC(=O)c2cc(-c3cc(OC)c(OC)c(OC)c3)nc3ccccc23)c(OC)c1 | 23 | -78 | 0 | 25 | 78* | -1 | 14 | -2 | 1 | x | -10
O=C([C@H](Cc1ccc(O)cc1)n1cc(CCO)nn1)N1CCNCC1 | 2 | 18 | -10 | -8 | -18 | -1 | -0.4 | x | -10 | 99 | 1
CCCNC(=O)CCc1nnc2ccc(N3CCC(C)CC3)nn12 | -8 | 16 | -1 | 49 | -16 | -2 | 0.5 | 3 | -2 | 113 | -4
CC(C)(C)SCCNC(=O)/C=C/c1cccc([N+](=O)[O-])c1 | -12 | 4 | -4 | 12 | -4 | 0 | -4.6 | -3 | -16 | 97 | 22
O=C(Nc1nc2ccccc2[nH]1)C1CCCC1 | -25 | 4 | -3 | 23 | -4 | -2 | 0.3 | -1 | 2 | 94 | 58
CCOC(=O)c1c(NC(=O)c2cccs2)sc(C(=O)N2CCOCC2)c1C | -8 | -17 | -6 | 7 | 17 | -8 | 0.7 | -7 | -2 | 91 | 6
c1ccc(Cn2ccnc2SCc2nnc(-c3ccccc3)o2)cc1 | -16 | 27 | -7 | 33 | -27 | -5 | -0.2 | x | -12 | 122 | 1
COc1cc(O)c(C(CCN2CCN(c3ccccc3)CC2)c2ccc(N(C)C)cc2)c(OC)c1 (configuration not stated) | -16 | 15 | -5 | 25 | -15 | -14 | 1.3 | x | 6 | 103 | 12
CN(Cc1nc2ccc(F)cc2[nH]1)Cc1c(C(=O)N(C)C)nc2ccc(Cl)cn12 | 19 | -6 | -3 | 2 | 6 | 1 | 2.4 | 0 | 1 | 105 | -6
NC(=S)NNC(=O)[C@@H]1CCCC[C@@H]1C(=O)O | 1 | -4 | 10 | 2 | 4 | -6 | 0.2 | -3 | -9 | 105 | 13
O=C(CSc1nnnn1Cc1ccccc1)NCC(=O)c1ccccc1 | -7 | -1 | -7 | 22 | 1 | -7 | -2.4 | -3 | 1 | 103 | 5
CCOc1ccc(Cn2c(=O)oc3ccccc32)cc1 | 126 | 25 | 5 | 17 | -25 | -2 | 1.1 | 17 | -4 | 99 | 3
O=C(C(Cl)c1ccccc1)N1CCCC1 (configuration not stated) | -16 | -1 | 9 | 18 | 1 | 1 | -0.1 | x | 6 | x | -18
CSCCC(NS(=O)(=O)c1ccc(C)cc1C)C(=O)Nc1cccnc1 (configuration not stated) | -14 | 9 | 4 | 13 | -9 | 0 | -3.6 | 1 | -2 | 95 | 12
COc1cccc(C2c3c(-c4ccccc4O)n[nH]c3C(=O)N2Cc2ccco2)c1 (configuration not stated) | 4 | x | 0 | 26 | x | -43 | 0.3 | 4 | 5 | 94 | -6
C=CCNC(=O)C1CCN(S(=O)(=O)c2ccc3ccccc3c2)CC1 | 1 | 27 | 2 | -7 | -27 | -5 | 0.8 | -1 | -11 | 102 | -16
CCC(CC)c1nnc(NC(=O)COc2ccc3c(C)cc(=O)oc3c2)s1 | 379 | -22 | -4 | 7 | 22 | -9 | -0.8 | 5 | -1 | 89 | -3
C=COCCNC(=O)C1CC(=O)N(c2ccc(C)cc2)C1 (configuration not stated) | 3 | 17 | -4 | 6 | -17 | 2 | 1.3 | -1 | 6 | 103 | 0
O=C(C1COc2ccccc2O1)N1CCN(c2ccc([N+](=O)[O-])cc2)CC1 (configuration not stated) | 43 | -47 | -10 | 35 | 47 | -7 | -0.7 | 0 | -2 | 102 | 11
CCOC(=O)C(CC)n1cnc2c(nnn2-c2ccccc2)c1=O (configuration not stated) | -2 | 31 | -7 | 4 | -31 | -8 | -1.0 | x | -1 | 93 | 4
O=C(CSc1nc(N2CCOCC2)nc(N2CCOCC2)n1)Nc1cccc(C(F)(F)F)c1 | 7 | -53 | -12 | -7 | 53 | -5 | 0.0 | -3 | -4 | x | -6
O=C1[C@H]2C(c3ccccc3)=NN(c3ccccc3)[C@H]2C(=O)N1c1ccccc1 | -8 | 12 | 2 | 43 | -12 | -21 | 0.5 | -4 | -2 | 99 | -18

molecule | SUMO Mot1 rescue | SR-BI uptake up | PKA-R1A activ | Arr AP2 block | SR-BI DiI inh | dFosB activator | CDK5 p35 inh | NSD2 HMT inh | PKA-R2B act | DSG3 Ab inh | MITF TRPM1 HTS
C=CCN1C(=O)C2(NNc3ccccc3O2)c2ccccc21 (configuration not stated) | 83 | x | -6 | 2 | x | -9 | 0.8 | 2 | -3 | 534 | -1
COc1cccc(CNC(=O)CCNS(=O)(=O)c2ccc3[nH]c(=O)oc3c2)c1 | x | 23 | -12 | 6 | -23 | -2 | x | 0 | 0 | 109 | -10
CCOC(=O)C1CCN(S(=O)(=O)c2ccc3c(c2)CC(C)N3C(=O)C2CC2)CC1 (configuration not stated) | 6 | 0 | 0 | -3 | 0 | -11 | -6.6 | 2 | -3 | 104 | -2
O=C(c1ccc(F)cc1)N1CCCC(c2nc(-c3cccs3)no2)C1 (configuration not stated) | -7 | 3 | 1 | -21 | -3 | -11 | -0.2 | 1 | -10 | 97 | -6
CCN(CC)CCN1C(=O)C(=O)/C(=C(/O)c2ccc(S(=O)(=O)N3CCOCC3)cc2)C1c1ccc(C(C)C)cc1 (configuration not stated) | -2 | x | 1 | -6 | x | -7 | -5.3 | 4 | -15 | 95 | x
CCOc1ncccc1C(=O)OCC(=O)Nc1cccc(S(=O)(=O)N2CCCCCC2)c1 | -4 | -9 | -20 | 4 | 9 | -6 | 0.7 | -1 | -19 | 100 | -16
COc1ccc(C(=O)n2nc(-c3ccc(C)cc3)nc2N)cc1OC | -6 | -10 | -10 | -8 | 10 | 8 | -0.2 | -4 | 6 | 72 | -5
Cc1cccc(NC(=S)N(CCCN2CCOCC2)Cc2ccccn2)c1 | 7 | 8 | -3 | 14 | -8 | 2 | -0.7 | 0 | -1 | 120 | 5
O=C(CN1CCOCC1)Nc1ncc(Br)cc1Br | 115 | 30 | -6 | -3 | -30 | 1 | -0.1 | 2 | -3 | x | 0
O=C(OCc1ccccc1)N(CCCCN(CCCNCc1ccccc1)C(=O)OCc1ccccc1)CCCNCc1ccccc1 | x | 22 | -5 | -2 | -22 | 0 | -0.2 | 7 | -10 | x | -97
CCCC(C(=O)NCC1CCCO1)N(C(=O)CNS(=O)(=O)c1ccccc1)c1ccc(F)cc1 (configuration not stated) | -3 | 1 | 2 | 20 | -1 | -6 | 1.2 | -5 | -4 | 97 | -9
COCc1c(C(=O)N2CCN(Cc3c(F)cccc3Cl)CC2)oc2ccccc12 | -3 | -32 | -4 | -3 | 32 | -12 | -0.9 | 38 | -10 | 111 | -9
Cc1ccn(CCNC(=O)C2CCC(=O)N(Cc3ccc(Cl)cc3)C2)n1 (configuration not stated) | 251 | 6 | -4 | 7 | -6 | 0 | -1.6 | -3 | 6 | x | -3
Cc1ccc(S(=O)(=O)N2CCOCC2)cc1C(=O)Nc1ccc2c(c1)CCC2 | 0 | 3 | -6 | 3 | -3 | -6 | -0.3 | -1 | -3 | 105 | 3
Cc1cc(N2CCN(c3nc(-c4ccc([N+](=O)[O-])cc4)cs3)CC2)c2ccccc2n1 | 56 | -48 | -13 | 16 | 48 | 26* | -2.1 | 1 | -21 | 105 | 0
CC(OC(=O)C1=COCCO1)C(=O)Nc1ccccc1C#N (configuration not stated) | -2 | -1 | -5 | 7 | 1 | -8 | 0.7 | -1 | 4 | 109 | -7
COc1ccc(CCNC(=O)COC(=O)C2CC2C)cc1 (configuration not stated) | 4 | 3 | 5 | -2 | -3 | -5 | -2.8 | -2 | -4 | 105 | -4
COc1ccc(CNC(=O)c2cc(-c3ccco3)on2)cc1 | 20 | -7 | -11 | -1 | 7 | -3 | 0.9 | -2 | 4 | 106 | 8
COc1ccc(OCC(=O)OCC(=O)NCc2ccco2)cc1 | -14 | 26 | 3 | -3 | -26 | 4 | -0.8 | x | -2 | x | -20
C/C(CC(=O)Nc1cccc(C(F)(F)F)c1)=N\NC(=O)C(=O)NCC(C)C | 5 | -3 | 1 | -7 | 3 | -13 | -0.8 | 1 | -5 | 100 | 2
